Menin-MLL TR inh = inhibitors of human menin-MLL interaction, mutant MLL peptide; hit rate 0.23% among 270,000; Potency, µM (doses to about 61.6 µM), inactives show top-dose FP activity change, negative = inhibition, actives largely listed as inhibitors; Menin + Texas Red MLL mutant peptide, fluorescence polarization; O00255; active means well fitted inhibition curve with a large enough effect in the polarisation, with a control signal flat, not every such curve was filed as active; inconclusive means small, poorly fitted or top-dose-only effect, or effect the other way, or a change in a side signal; inactive means no such curve, though single readings can be large or run the other way; the % refers to the polarisation; further: potency means the concentration at half of the fitted maximal effect; % of control where 0% means no effect; many of its hits are not listed in these tables
Target sequence (O00255 whole entry, looked up): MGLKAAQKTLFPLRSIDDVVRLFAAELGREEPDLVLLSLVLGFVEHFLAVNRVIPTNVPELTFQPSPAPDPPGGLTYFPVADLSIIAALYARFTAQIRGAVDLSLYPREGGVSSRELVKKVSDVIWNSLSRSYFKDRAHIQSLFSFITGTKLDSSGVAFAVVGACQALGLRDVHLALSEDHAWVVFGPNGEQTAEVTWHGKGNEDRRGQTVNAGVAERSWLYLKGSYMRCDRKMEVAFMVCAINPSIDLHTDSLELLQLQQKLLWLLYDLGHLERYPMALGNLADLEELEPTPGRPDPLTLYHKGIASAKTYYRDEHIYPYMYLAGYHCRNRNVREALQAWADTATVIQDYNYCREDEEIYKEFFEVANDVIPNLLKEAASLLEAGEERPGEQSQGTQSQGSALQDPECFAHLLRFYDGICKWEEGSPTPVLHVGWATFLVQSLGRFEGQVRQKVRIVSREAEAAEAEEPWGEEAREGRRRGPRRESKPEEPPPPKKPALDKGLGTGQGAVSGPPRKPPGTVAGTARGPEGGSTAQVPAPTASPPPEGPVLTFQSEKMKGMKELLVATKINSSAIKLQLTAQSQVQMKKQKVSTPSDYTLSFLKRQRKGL
TSHR antagonist = antagonists of human thyroid stimulating hormone receptor | P16473 | TSHR-expressing cells, TSH-stimulated cAMP HTRF, 2 h; active compounds read low | activity change, negative = inhibition, % at 11.5 µM | hit rate 0.2% among 330,000;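 active means activity change below a set negative limit, meaning inhibition stronger than a set level, cut at about -70% in these data; inconclusive means activity change between two set negative limits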; further: on the % scale 0 is the no-effect control and ±100 the full control effect
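Freshly harvested TSHR cells receive pin-tooled compound, then EC80 TSH at 4nM final. After 2 hours at 37 deg C, antibody in lysis buffer and cAMP-d2 are added; 30 minutes at ambient temperature precede the HTRF read.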
USP2a block = inhibitors of human ubiquitin-specific protease USP2a; hit rate 0.01% among 330,000; Potency, µM (top dose mostly 38.3 µM), for the others: top-dose activity change, negative = inhibition, usual class: inhibitors; AID 463254; USP2 core, Ub-CHOP2 coupled fluorogenic reporter, 485/531;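 further: potency means the concentration at half of the fitted maximal effect; plate controls were DMSO wells for no effect and full inhibition by NEM control for full effect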
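USP2 core (10nM final) preincubated 30min RT with compound in 20mM Tris-HCl pH 8.0, 2mM CaCl2, 2mM beta-mercaptoethanol, 0.05% CHAPS; 25nM Ub-CHOP2 plus 25nM reporter substrate added, fluorescence (Ex485/Em531) read after 60min.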
MBNL1-CUG inh = inhibitors of human MBNL1 binding to CUG repeat RNA | Q9NR56 | TR-FRET MBNL1-His/biotin-(CUG)12 binding, 665/545 ratio | Potency, µM (top dose mostly 57.5 µM), inactives show at the top dose activity change, negative = inhibition, actives largely listed as inhibitors | hit rate 0.036% among 280,000 | AID 2675; active means well fitted inhibition curve with a large enough effect in the signal ratio, with a control signal flat, not every such curve was filed as active; inconclusive means small, poorly fitted or top-dose-only effect, or effect the other way, or a change in a side signal; inactive means no such curve, though single readings can be large or run the other way; the % refers to the signal ratio; further: potency means the concentration at half of the fitted maximal effect; on the % scale 0 is the no-effect control and ±100 the full control effect
Target sequence (Q9NR56 whole entry, looked up): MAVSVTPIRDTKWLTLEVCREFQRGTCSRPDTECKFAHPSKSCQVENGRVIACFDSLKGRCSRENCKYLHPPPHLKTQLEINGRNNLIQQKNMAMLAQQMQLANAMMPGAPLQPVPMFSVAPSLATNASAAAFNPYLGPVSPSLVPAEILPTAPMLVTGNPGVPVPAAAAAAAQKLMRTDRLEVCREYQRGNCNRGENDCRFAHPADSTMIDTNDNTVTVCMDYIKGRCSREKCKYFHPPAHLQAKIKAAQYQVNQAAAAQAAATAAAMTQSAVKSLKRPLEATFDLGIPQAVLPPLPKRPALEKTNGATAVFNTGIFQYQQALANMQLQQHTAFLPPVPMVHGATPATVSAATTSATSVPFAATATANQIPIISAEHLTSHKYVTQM
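TR-FRET readout: Ex 340 nm, 665/545 nm emission ratio, normalized to buffer-only (basal) and MBNL1-(CUG)12 controls. Complex of MBNL1-His with Biotin-(CUG)12, compounds 92 nM–58 uM, incubated 60 min at room temperature.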
Chronic BCR inh = blocks chronic active B-cell receptor signaling; ABC-DLBCL IkBa-CBG/CBR reporter, luminescence ratio, 4 h; Potency, µM (titrated, usually from 46.1 µM), inactives show at the top dose ratio change, negative = lower green/red ratio, hits mostly inhibitors; hit rate 0.05% among 340,000; AID 493014; active means well fitted inhibition curve with a large enough effect in the signal ratio, with a control signal flat, not every such curve was filed as active; inconclusive means small, poorly fitted or top-dose-only effect, or effect the other way, or a change in a side signal; the % refers to the signal ratio;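 further: potency means the concentration at half of the fitted maximal effect; plate controls were basal doxycycline-induced cells for no effect and cells given 10 µM MG132 for full effect; MG132 reads +100%, hits lower the ratio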
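TMD8 human ABC-DLBCL cells with doxycycline-inducible IκBα–green luciferase fusion and unfused red luciferase, in 0.5% FBS medium; compounds up to 46 uM, 4 h at 37C. Green/red luminescence ratio, filter-overlap corrected, fitted to concentration-response curves.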
KCNH2 WT inh = blocks the wildtype human KCNH2 potassium channel; Q12809; activity change, % at 1.84 µM; hit rate 0.37% among 340,000; U2OS, BacMam KCNH2, thallium flux FluxOr; active compounds read low;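 active means maximum activity change below -70%; inconclusive means maximum activity change between -70% and -50%; inactive means maximum activity change above -50%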; further: on the % scale 0 is the no-effect control and ±100 the full control effect
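U2OS cells transduced with wild-type KCNH2 virus are loaded with FluxOr dye for 45 min, and thallium flux is measured in kinetic reads before and after stimulation buffer. Rate constants are normalized to DMSO controls.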
PKM2 act = increases activity of human pyruvate kinase M2; P14618; hit rate 0.34% among 260,000; Potency, µM (series often up to 57.5 µM), for the others: top-dose activation, most hits filed as activators; purified PKM2, Kinase-Glo ATP luminescence, activation; response scale: 0% is enzyme alone, no compound; further: potency means the concentration at half of the fitted maximal effect; on the % scale 0 is the no-effect control and ±100 the full control effect; nearly all actives have a fitted effect of over 55% in size
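Purified hPK-M2 (>95% pure) converted ADP (0.1 mM final) to ATP with 0.5 mM PEP in 50 mM imidazole pH7.2, KCl, MgCl2, Tween 20, BSA; 1 h at room temperature. ATP detected by Kinase-Glo luminescence.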
Mito fusion act = mitochondrial division inhibition or fusion activation; S. cerevisiae fusion-defective mutant growth rescue, CellTiterGlo 48 h; AID 485298; Potency, µM (top dose mostly 46.1 µM), without a hit: at the top dose growth rescue (activation), hits mostly activators; hit rate 0.23% among 320,000;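 further: potency means the concentration at half of the fitted maximal effect; % of control where 0% means no effect; nearly all actives have a fitted effect of over 45% in size; temperature-sensitive fusion mutants such as fzo1-1 at 37 °C on non-fermentable ethanol glycerol medium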
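Temperature-sensitive fusion-defective S. cerevisiae (e.g. fzo1-1, mgm1-5) were grown with compound in YPEG medium (3% ethanol, 3% glycerol) for 48 hours at 37C. Growth rescue was measured as viability by CellTiterGlo luminescence after 10 minutes at ambient.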
S-ASM inh = human S-ASM enzyme inhibition; placental ASM, HMU-PC fluorogenic substrate, 60 min; Potency, µM (titrated, usually from 57.5 µM), inactives show at the top dose activity change, negative = inhibition, usual class: inhibitors; hit rate 0.006% among 340,000; AID 504937; further: potency means the concentration at half of the fitted maximal effect
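qHTS format. ASM enzyme prepared from human placenta hydrolyses the fluorogenic substrate HMU-PC0 (9 uM final) over 60 min at 37 °C after a 10 min compound preincubation.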
Eya2 phos inh = Eya2 (human) phosphatase inhibition. O00167. recombinant Eya2, OMFP fluorescence dephosphorylation (OMFP is methylfluorescein phosphate). Potency, µM (series often up to 76.9 µM), inactives show top-dose activity, negative = inhibition, actives largely listed as inhibitors. hit rate 0.006% among 330,000. AID 488837; further: potency means the concentration at half of the fitted maximal effect; on the % scale 0 is the no-effect control and ±100 the full control effect
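Eya2 protein (added as 0.2 uM solution) was preincubated with compound for 10 min at ambient temperature in 50 mM HEPES pH 7.5, 50 mM NaCl, 5 uM MgCl2, 0.05% BSA, 1 mM DTT. OMFP (added at 50 uM) then reacted 10 min; fluorescence read at 485/525 nm.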
GALK inhibitor = blocks human galactokinase activity. P51570. Purified GALK, Kinase-Glo residual ATP luminescence. Potency, µM (series often up to 57.5 µM), without a hit: top-dose activity change, negative = inhibition, usual class: inhibitors. hit rate 0.007% among 270,000. AID 1868; further: potency means the concentration at half of the fitted maximal effect; on the % scale 0 is the no-effect control and ±100 the full control effect
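Kinase-Glo Plus luminescence measured ATP left after a 1 h room-temperature reaction. The reaction used 5 nM GALK, 100 uM galactose and 35 uM ATP at pH 8.0 (20 mM HEPES, 5 mM MgCl2, 60 mM NaCl, 1 mM DTT, 0.01% BSA).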
Numbers without * were called inactive; ? = inconclusive; . = no result given; [ ] = dose if it differs, or a comment. Unless noted, the call rests on the fitted dose curve; in most records, active means well fitted curve in the direction sought with a large enough effect; inconclusive means small, poorly fitted or top-dose-only effect, or another doubt; inactive means no such curve, though single readings can be large; an effect the other way counts as inactive or inconclusive.

mol	Menin-MLL TR inh	TSHR antagonist	USP2a block	MBNL1-CUG inh	Chronic BCR inh	KCNH2 WT inh	PKM2 act	Mito fusion act	S-ASM inh	Eya2 phos inh	GALK inhibitor
CCCN(CCC)c1nc(N(CCC)CCC)[nH]c(=O)n1	-15.4%	-1.7	3.9%	-11.6%	6.4%	-4.9	0.1%	21.3%	0.2%	-1.3%	-1.2%
COCCn1nnnc1C(c1ccc(Cl)cc1)N1CCN(C(=O)c2ccco2)CC1 (stereo not drawn)	13.3%	3.2	0.4%	-2.4%	9.4%	27.6	3.4%	-2.1%	-3.1%	-14.5%	0.8%
COc1ccc(-n2c(CNC(=O)COc3ccc(Cl)cc3)n[nH]c2=S)cc1	0.0%	-0.9	-4.9%	-0.1%	-0.3%	-6.1	-2.4%	1.0%	-2.0%	3.0%	0.8%
CC(c1ccccc1)n1cc(C(=O)NCCN2CCOCC2)nn1 (stereo not drawn)	5.0%	3.2	-1.2%	-10.9%	5.7%	-5.4	3.8%	-5.7%	0.6%	10.0%	-0.1%
Cc1c(Cl)cccc1N1CC(C(=O)Nc2nccs2)CC1=O (stereo not drawn)	33.4%[activator]	13.4	1.4%	-2.4%	?	-20.9	-2.9%	2.9%	1.0%	-31.5%	2.2%
Cc1[nH]c2ccccc2c1N=Nc1cccc(C(=O)O)c1	31.3%[activator]	-17.7	3.7%	?	?	-2.6	3.7%	1.4%	-2.9%	-19.2%	0.3%
CC1=CC(c2ccccc2)n2nc(NS(=O)(=O)c3ccc(C)cc3)nc2N1 (stereo not drawn)	10.3%	1.3	-2.2%	?	21.1%	14.2	-1.0%	0.2%	121.0%[activator]	-2.7%	3.3%
CC(=O)Nc1ccccc1S(=O)(=O)CC1CC1(Cl)Cl (stereo not drawn)	-26.3%	1.3	0.9%	0.0%	0.1%	8.0	.	-0.8%	2.6%	-0.9%	-1.3%
CC(C(=O)N1CCN(C)CC1)N1C(=O)c2ccccc2C1=O (stereo not drawn)	0.0%	11.2	0.4%	-1.8%	-1.6%	-1.0	-2.7%	-1.4%	8.1%	-16.5%	1.6%
CCOC(=O)c1c(NC(=O)c2noc(C)c2[N+](=O)[O-])sc(C(C)=O)c1C	-15.0%	3.4	-0.7%	?	?	-4.5	-1.9%	4.6%	-11.9%	-1.2%	3.3%
Cc1ccc(S(=O)(=O)CCC(=O)Nc2sccc2C#N)cc1	.	12.6	2.2%	.	-0.8%	3.2	.	-3.1%	-1.9%	16.6%	.
CCOc1ccc(CNC(=O)C(C)n2nc(C)c3c(C)n(-c4ccccc4)nc3c2=O)cc1 (stereo not drawn)	-5.2%	-3.7	0.8%	-2.7%	3.7%	1.2	.	-26.8%	-0.4%	-4.4%	-0.8%
COc1ccccc1N(C)S(=O)(=O)c1ccc(C(=O)OC(C)C(=O)NCc2ccc3c(c2)OCO3)cc1 (stereo not drawn)	-7.0%	-1.2	1.6%	-0.1%	0.2%	0.4	1.0%	2.9%	1.6%	?	14.3%
COc1ccc(OC)c(NC(=O)[C@@H]2CCCN2C(=O)c2cccs2)c1	-16.4%	18.0	2.1%	.	3.5%	2.0	-4.0%	16.5%	-1.9%	2.6%	-3.7%
Cc1cc(C)c2c(=O)[nH]c(SCC(=O)c3ccc(C(C)C)cc3)nc2n1	.	-16.3	-1.7%	-11.3%	29.4%	10.1	4.8%	0.3%	-4.6%	-18.0%	-4.5%
O=C(NCc1ccc2c(c1)OCO2)C(=S)N1CCOCC1	-30.0%	-14.9	2.7%	-8.7%	-0.2%	-6.0	-0.6%	0.9%	-1.7%	-2.1%	-0.6%
CCOC(=O)N1CCC(NC(=O)C2CCN(S(=O)(=O)c3c(C)noc3C)CC2)CC1	.	10.5	0.2%	0.6%	?	5.2	-0.2%	8.1%	1.3%	-21.8%	-1.1%
C=CCN1C(=O)C(Cc2ccc(OC)cc2)SC1=Nc1ccc(C(=O)O)cc1 (stereo not drawn)	-0.7%	-5.6	4.0%	.	?	-4.3	2.0%	0.5%	2.9%	0.8%	0.1%
CCCCNCc1cc(Br)c(OCC(=O)NCc2ccccc2)c(OC)c1	?	-1.4	8.9%	-5.2%	4.1%	1.3	-3.5%	2.2%	-1.4%	3.3%	1.5%
COc1ccc(CN2CCC(n3nccc3NC(=O)C3CCCC3)CC2)c(OC)c1	-24.4%	25.5	0.9%	-2.0%	6.4%	-6.8	1.1%	-0.5%	3.0%	-16.5%	4.8%
CCC(CC)C(=O)Nc1cccc(C(=O)N2CCOCC2)c1	8.4%	39.5	-0.9%	0.8%	1.9%	3.3	-20.7%	-7.0%	6.1%	9.4%	0.5%
COC(=O)c1cc(=O)nc2scc(C)n12	-8.1%	16.1	-0.1%	74.0%[activator]	0.7%	2.9	-0.6%	-2.2%	6.8%	6.7%	.
CCOC(=O)C1Cc2cc3c(cc2C1=O)CC(C(=O)OCC)C3=O (stereo not drawn)	-0.9%	-9.4	0.0%	?	0.0%	.	0.0%	-3.9%	.	9.8%	-0.1%
COc1ccc2oc(N)c(C=O)c(=O)c2c1	.	0.5	1.2%	.	-1.3%	-1.0	1.3%	2.8%	8.1%	4.9%	-1.0%
O=C(OC(C(=O)NC1CCCCC1)c1ccc(C(F)(F)F)cc1)c1ccco1 (stereo not drawn)	.	-5.2	0.9%	.	1.8%	25.5	.	-7.2%	-0.1%	5.5%	.
COc1ccc(NC(=O)c2nnn(CC(=O)Nc3ccccc3OC)c2N)c(OC)c1	23.6%	5.0	2.6%	6.2%	4.8%	-4.1	.	1.9%	-0.7%	10.3%	0.0%
O=C(Nc1ccccc1Br)C(=O)N1CCCC1	-3.9%	-4.1	2.6%	-7.7%	1.3%	-16.5	1.5%	-1.5%	3.8%	-0.7%	-2.5%
CCC(C)NC(=O)NC(=O)CSc1nnc(-c2ccccc2F)n1C1CC1 (stereo not drawn)	-13.8%	2.2	5.1%	-1.5%	5.6%	-22.2	0.3%	-12.9%	1.3%	2.9%	8.6%
COc1cccc(-c2nc(-c3ccncc3)no2)c1	-1.2%	4.8	1.8%	3.1%	?	6.1	.	-11.3%	0.8%	-2.0%	-1.6%
Nn1c(SCC(=O)N2CCCCCC2)nnc1-c1ccncc1	-1.1%	1.7	3.1%	-2.2%	8.4%	3.0	8.2%	-7.7%	1.1%	9.0%	0.0%
CC(CN)(NS(=O)(=O)c1ccccc1)c1ccccc1 (stereo not drawn)	-0.1%	10.6	-0.2%	-4.4%	-0.9%	-0.1	0.2%	1.9%	9.9%	-3.4%	0.2%
CSc1ncccc1C(=O)OCCCC(=O)c1ccc(F)cc1	.	.	-1.9%	.	-7.4%	-13.5	.	.	2.8%	-2.1%	.
CN(C)/C=C1\N=C(c2cccnc2Oc2ccc(Cl)cc2)OC1=O	.	0.1	-3.8%	3.6%	-6.1%	-5.1	0.5%	3.7%	11.6%	1.6%	5.1%
COc1cccc(CNC(=O)c2csc3c2CCCC3)c1	.	-7.4	0.3%	-0.6%	-3.6%	-16.4	2.3%	-3.2%	-1.2%	3.3%	-3.2%
CC(C)(C)n1nc2c(c1NC(=O)Cc1cccc3ccccc13)CS(=O)C2 (stereo not drawn)	-1.4%[11.7 µM]	0.4	0.0%	-8.8%	-0.3%	-0.6	0.4%	0.5%	8.0%	11.6%	1.5%
O=C(CN1C(=O)NC(Cc2ccccc2)C1=O)Nc1ccc(OC(F)F)cc1 (stereo not drawn)	.	-0.8	2.7%	.	-1.6%	17.6	.	-10.0%	3.5%	5.4%	.

This is a subset (hit frequency here may not be typical).
